UGM FP inh: Mtb UDP-galactopyranose mutase inhibition; AID 504406; inhibition, % at 10 µM; purified UGM, fluorescence polarization probe displacement; P9WIQ1; 0.06% of 320,000 active; in the data active = inhibition above about 10%, passing the limit was not always enough
BoNT-F LC inh: BoNT F light chain protease inhibition. 0.22% of 360,000 active. inhibition, % at 10 µM. Multiplex microsphere protease cleavage assay, flow cytometry; in the data active = inhibition above about 35%, passing the limit was not always enough; also: plate controls were buffer without enzyme for full effect and enzyme alone for no effect
Mtb FBA inh: inhibits M. tuberculosis FBA enzyme; 2.3% of 360,000 active; inhibition, % at 1 µM; purified M. tuberculosis FBA, fluorescence read-out; P9WQA3; in the data active = inhibition above about 27%;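 also: 0% = vehicle and 100% = reference inhibitor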
Target sequence (P9WQA3 whole entry, looked up): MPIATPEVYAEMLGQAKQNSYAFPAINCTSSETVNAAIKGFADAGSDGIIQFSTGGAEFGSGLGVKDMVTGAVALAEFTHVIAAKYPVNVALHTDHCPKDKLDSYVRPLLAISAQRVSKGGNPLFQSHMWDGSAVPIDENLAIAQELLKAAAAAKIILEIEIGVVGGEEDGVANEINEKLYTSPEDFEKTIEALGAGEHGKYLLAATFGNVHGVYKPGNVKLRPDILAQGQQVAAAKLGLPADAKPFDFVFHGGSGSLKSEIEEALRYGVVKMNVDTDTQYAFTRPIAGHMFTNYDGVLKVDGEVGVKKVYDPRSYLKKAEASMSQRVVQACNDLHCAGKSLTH
MazF activator: increases E. coli MazEF RNase cleavage of RNA. 0.32% of 350,000 active. activation, % at 20 µM. FAM/BHQ RNA-DNA oligo cleavage fluorescence, 5 h. P0AE70. AID 504720; in the data active = activation above about 50%
Target sequence (P0AE70 whole entry, looked up): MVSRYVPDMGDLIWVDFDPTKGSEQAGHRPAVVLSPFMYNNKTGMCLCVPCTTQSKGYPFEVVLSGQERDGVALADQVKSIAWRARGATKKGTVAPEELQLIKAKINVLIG
PrPC TRFRET: reduces human prion protein on the cell surface; cell surface PrPC, TR-FRET read-out; inhibition, % at 13.8 µM; 0.43% of 370,000 active; in the data active = inhibition above about 24%; also: 0% = median of the test wells and 100% = reference compound wells
GDH-TPI counter: GDH-TPI coupled enzyme inhibition counter-screen. GDH-TPI coupled enzyme counterscreen, NADH absorbance. inhibition, % at 4.8 µM. 1.2% of 360,000 active. AID 588335; in the data active = inhibition above about 30%;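 also: 0% = DMSO wells and 100% = wells lacking the enzyme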
FadD28 binding: M. tuberculosis FadD28 bisubstrate binding inhibition | inhibition, % at 12.5 µM | FadD28 bisubstrate probe binding, fluorescence polarization | 0.22% of 360,000 active | AID 588549; in the data active = inhibition above about 8.5%, passing the limit was not always enough
Rv3671c protease: inhibits the M. tuberculosis serine protease Rv3671c | P9WHR9 | inhibition, % at 5.96 µM | 0.048% of 320,000 active | AID 2606; in the data active = inhibition above about 38%;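 also: extracellular domain of Rv3671c used as enzyme; 0% = enzyme with DMSO and 100% = no enzyme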
Target sequence (P9WHR9 whole entry, looked up, the tested form may be a part): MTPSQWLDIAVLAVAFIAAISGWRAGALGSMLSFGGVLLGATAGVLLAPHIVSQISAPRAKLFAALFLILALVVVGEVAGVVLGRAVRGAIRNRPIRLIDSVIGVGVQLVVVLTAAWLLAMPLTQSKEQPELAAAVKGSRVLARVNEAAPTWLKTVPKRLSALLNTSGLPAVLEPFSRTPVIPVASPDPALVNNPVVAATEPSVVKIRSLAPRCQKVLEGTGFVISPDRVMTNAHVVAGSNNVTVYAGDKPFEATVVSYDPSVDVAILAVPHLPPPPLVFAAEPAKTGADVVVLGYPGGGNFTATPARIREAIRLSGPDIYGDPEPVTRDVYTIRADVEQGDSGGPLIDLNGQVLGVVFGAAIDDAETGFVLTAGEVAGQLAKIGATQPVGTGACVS
BioA inh: blocks M. tuberculosis BioA enzyme activity | inhibition, % at 9.99 µM | 0.096% of 360,000 active | purified M. tuberculosis BioA enzyme, plate reader | AID 602481; in the data active = inhibition above about 40%
Active calls of the source: *; · = not tested or not shown.

Labels used below: A = UGM FP inh; B = BoNT-F LC inh; C = Mtb FBA inh; D = MazF activator; E = PrPC TRFRET; F = GDH-TPI counter; G = FadD28 binding; H = Rv3671c protease; I = BioA inh
> CCC1CCCCN1S(=O)(=O)c1ccc(C(=O)Nc2nnc(C3CC3)o2)cc1 (stereo unspecified)
  A: 0.5 | B: 0 | C: -6 | D: -2 | E: -1 | F: 5 | G: -4.4 | H: -5 | I: -0.7

> Cc1ccc2oc(-c3cccc(NC(=S)NC(=O)/C=C/c4ccco4)c3)nc2c1
  A: -1.2 | B: -12 | C: 0 | D: -19 | E: 3 | F: 13 | G: -2.3 | H: -15 | I: ·

> Cc1cc(C)cc(CC(=O)N2CCC2(C)C(=O)NS(=O)(=O)c2ccc(Br)cc2)c1 (stereo unspecified)
  A: · | B: -7 | C: -4 | D: · | E: 1 | F: 4 | G: -4.6 | H: · | I: -1.4

> COc1cc(C(=O)Nc2cnc(NC(=O)C(C)C)cc2C)cc(OC)c1OC
  A: 2.2 | B: 12 | C: 2 | D: -3 | E: -2 | F: 0 | G: -3.7 | H: 0 | I: 14

> COc1ccc(N2CCN(C(=O)CCc3ccc(S(=O)(=O)NC(C)(C)C)cc3)CC2)cc1
  A: 2.4 | B: 0 | C: 0 | D: -1 | E: 12 | F: -2 | G: -1.9 | H: -14 | I: -1.3

> O=C(COc1cccc(Br)c1)NN=C1c2ccccc2-c2ccccc21
  A: · | B: -5 | C: -1 | D: 0 | E: 4 | F: 15 | G: 0.9 | H: 6 | I: 0.9

> O=C(CSc1nc2ccccc2c(=O)[nH]1)Nc1ccc([N+](=O)[O-])cc1
  A: 2.0 | B: 7 | C: 4 | D: 6 | E: 9 | F: 38* | G: -1.5 | H: -3 | I: 0.9

> Cc1ccc(-c2cc(C(=O)N/N=C/c3c(C)nn(C)c3C)c3ccccc3n2)cc1C
  A: -1.2 | B: -9 | C: 4 | D: 0 | E: -2 | F: 15 | G: 1.4 | H: -9 | I: -2.2

> CC(C)(CNC(=O)c1cc([N+](=O)[O-])ccc1N1CCC(Cc2ccccc2)CC1)N1CCOCC1
  A: -1.6 | B: -6 | C: 0 | D: 3 | E: 1 | F: 2 | G: -1.0 | H: -7 | I: -3.6

> O=C(Nc1ccccc1)Nc1ccc(NC(=O)c2ccccc2O)cc1
  A: -2.0 | B: -16 | C: 2 | D: 4 | E: 3 | F: 14 | G: 0.1 | H: -4 | I: -0.1

> Cn1c(=O)c2c(nc(CN3CCN(C(=O)c4ccco4)CC3)n2CCc2ccccc2)n(C)c1=O
  A: -2.3 | B: 3 | C: 0 | D: 0 | E: -5 | F: 2 | G: -0.4 | H: -10 | I: ·

> C=CCn1c(SCC(=O)c2c(N)n(C)c(=O)n(C)c2=O)nnc1-c1ccccc1F
  A: -1.3 | B: -4 | C: -1 | D: 2 | E: 2 | F: -4 | G: -1.1 | H: 3 | I: ·

> CN(CCCCCCCCC(=O)/C=N/O)Cc1ccccc1
  A: 0.4 | B: -9 | C: -4 | D: -4 | E: -2 | F: 6 | G: -4.8 | H: 8 | I: -0.1

> C(=N\c1nc2ccccc2n1CCN1CCOCC1)/c1cccs1
  A: 6.1 | B: -2 | C: 2 | D: -4 | E: -4 | F: 1 | G: -1.5 | H: 0 | I: -0.5

> Cc1nc2ccc(C(=O)NCCCn3ccnc3)cn2c1N(C)C(=O)CCc1ccccc1
  A: · | B: -3 | C: 3 | D: · | E: 4 | F: 0 | G: -1.5 | H: · | I: -0.1

Carrying on.
Labels used below: A = UGM FP inh; B = BoNT-F LC inh; C = Mtb FBA inh; D = MazF activator; E = PrPC TRFRET; F = GDH-TPI counter; G = FadD28 binding; H = Rv3671c protease; I = BioA inh
> CC(=O)c1cnn(-c2ccc(Cl)c(Cl)c2Cl)c1C
  A: -0.1 | B: -37 | C: -3 | D: -11 | E: 13 | F: -5 | G: -3.0 | H: 1 | I: 3.7

> Cc1ccc(S(=O)(=O)N2CCCCC2)cc1NC(=O)c1cc(F)c(F)c(F)c1F
  A: -3.4 | B: -1 | C: 2 | D: -2 | E: 4 | F: 4 | G: 2.0 | H: 1 | I: -0.1

> CC1CCCC(C)N1CCCNC(=O)C1CCCN(c2ncnc3c2nc2n3CCCCC2)C1 (stereo unspecified)
  A: 5.6 | B: 4 | C: 0 | D: 7 | E: -8 | F: 3 | G: -0.3 | H: -4 | I: 1.1

> Cn1cc(C(=O)N2CCOCC2)c2ccccc21
  A: -0.2 | B: -3 | C: 2 | D: 9 | E: 4 | F: 12 | G: -0.3 | H: -1 | I: ·

> COc1ccc(C(c2nnnn2C2CCCC2)N2CCN(C(=O)c3ccco3)CC2)cc1OC (stereo unspecified)
  A: 1.5 | B: -10 | C: 5 | D: 2 | E: -7 | F: 5 | G: 0.9 | H: 0 | I: 8.4

> O=C(NCc1cccc(Cl)c1)c1cccc(S(=O)(=O)N2CCCCC2)c1
  A: 1.0 | B: 5 | C: -3 | D: 9 | E: 13 | F: -1 | G: -3.2 | H: 4 | I: -0.7

> COC(=O)CSc1nc2c(c(-c3ccco3)c1C#N)CCCC2
  A: 1.7 | B: -42 | C: 0 | D: -2 | E: · | F: 15 | G: -4.0 | H: -2 | I: 1.7

> CCOc1ccc(C2NC(=O)Cc3cc(OC)c(OC)cc32)cc1 (stereo unspecified)
  A: -2.5 | B: 10 | C: 2 | D: 5 | E: 2 | F: -2 | G: 1.1 | H: -3 | I: -1.0

> COC(=O)Cn1cc(/C=C2\C(=O)NC(=O)N(c3ccc(OC)cc3)C2=O)c2ccccc21
  A: 1.5 | B: 20 | C: -2 | D: 111* | E: -5 | F: 2 | G: · | H: -6 | I: -1.7

> CN(C)CCCNC(=O)N1c2ccccc2C=Cc2ccccc21
  A: 0.7 | B: -19 | C: -1 | D: 9 | E: -3 | F: 14 | G: -3.0 | H: -2 | I: 0.0

> CCn1c(Cc2ccccc2)nnc1SCC(=O)Nc1ccc(N)cc1
  A: -0.7 | B: -1 | C: -1 | D: -11 | E: 7 | F: 8 | G: -2.4 | H: -4 | I: -2.7

> Cn1nnc(NCc2cc(Br)ccc2OCc2ccccc2F)n1
  A: 0.7 | B: 2 | C: 1 | D: 2 | E: 2 | F: 9 | G: -1.7 | H: -11 | I: ·

> COC(=O)c1cn(Cc2cc(OC)ccc2OC)cc(F)c1=O
  A: 4.6 | B: 2 | C: 1 | D: 1 | E: · | F: 7 | G: -1.4 | H: -4 | I: 0.7

> CC1=CC=CN2C1=NC(=O)CC2(C)C(=O)N(CC(=O)NC1CCCC1)c1ccccc1C (stereo unspecified)
  A: -2.6 | B: 5 | C: 164* | D: 6 | E: -9 | F: 8 | G: -0.5 | H: -5 | I: ·

> C=CCOc1ccc(C(=O)O)cc1Cl
  A: 3.8 | B: -3 | C: 2 | D: 14 | E: 4 | F: 2 | G: -2.3 | H: 0 | I: -1.2

Further compounds follow:
Labels used below: A = UGM FP inh; B = BoNT-F LC inh; C = Mtb FBA inh; D = MazF activator; E = PrPC TRFRET; F = GDH-TPI counter; G = FadD28 binding; H = Rv3671c protease; I = BioA inh
> CCN(CC)S(=O)(=O)c1cccc(-c2n[nH]c(=S)n2/N=C/c2ccc(C(=O)OC)cc2)c1
  A: -0.2 | B: -5 | C: -1 | D: -5 | E: -1 | F: 3 | G: -1.6 | H: -1 | I: ·

> Cc1cc(/C=C(/C#N)C(=O)O)c(C)n1-c1cccc2ccccc12
  A: 0.0 | B: -10 | C: 6 | D: -24 | E: -7 | F: 41* | G: -27 | H: 0 | I: 1.9

> CCOC(=O)C1CN(S(=O)(=O)c2ccc(C)cc2)c2cc(S(=O)(=O)CC)ccc2O1 (stereo unspecified)
  A: 3.0 | B: -4 | C: -1 | D: -5 | E: 2 | F: -4 | G: -2.7 | H: 4 | I: -0.2

> O=C1NC(c2ccccc2Cl)=N/C1=C/c1ccco1
  A: 2.6 | B: 0 | C: -2 | D: 2 | E: 5 | F: 7 | G: 0.1 | H: -3 | I: ·

> CCOC(=O)C1(C(=O)OCC)COC(=O)C1CN1Cc2cc3ccccc3nc2C1 (stereo unspecified)
  A: · | B: -8 | C: 2 | D: -20 | E: -13 | F: 4 | G: -0.4 | H: · | I: -0.9

> COc1ccc(CC2S/C(=N/N=C/c3ccccc3O)NC2=O)cc1 (stereo unspecified)
  A: -0.7 | B: -8 | C: 0 | D: 1 | E: -1 | F: 37* | G: -0.8 | H: 7 | I: -1.6

> CN1CCN(C(=O)/C=C/c2ccccc2)CC1
  A: 1.4 | B: 2 | C: -2 | D: 9 | E: 0 | F: 7 | G: 0.0 | H: 2 | I: 0.9

> COC(=O)CC1C(=O)NCCN1C(=O)c1ccccc1 (stereo unspecified)
  A: -0.7 | B: 0 | C: -8 | D: 4 | E: 0 | F: -9 | G: -7.9 | H: 0 | I: 0.8

> COC(=O)c1cc(NC(=O)c2ccc([N+](=O)[O-])cc2)c(=O)oc1C
  A: 0.2 | B: -1 | C: 1 | D: 7 | E: -21 | F: 6 | G: -0.1 | H: -4 | I: -1.1

> Cn1cccc1-c1nc2ccccc2n1C
  A: -2.6 | B: 2 | C: 29* | D: 9 | E: 0 | F: -2 | G: 0.2 | H: -4 | I: ·

> COc1ccc(-c2noc3c2-c2nc(-c4ccc(Cl)cc4)sc2CC3)cc1
  A: 0.8 | B: 4 | C: 0 | D: -11 | E: 4 | F: 0 | G: -1.6 | H: -5 | I: -0.1

> Cc1cc(C)nc(N(C#N)CC(=O)c2ccccc2)n1
  A: 2.0 | B: 7 | C: -3 | D: 3 | E: -7 | F: 18 | G: -2.2 | H: -11 | I: -0.5

> CCS(=O)(=O)N1CCC(NC(=O)C(Cc2cccc(OC)c2OC)NC(C)=O)CC1 (stereo unspecified)
  A: · | B: 18 | C: 2 | D: -4 | E: -6 | F: 15 | G: 1.5 | H: · | I: -3.0

> CC(=O)NC(=O)COC(=O)/C=C/c1c(C)nn(Cc2c(Cl)cccc2Cl)c1Cl
  A: · | B: 4 | C: 2 | D: 2 | E: 12 | F: -2 | G: -0.7 | H: -6 | I: 1.3

> COc1cc2nc(CN3CCN(S(=O)(=O)c4ccccc4C(F)(F)F)CC3)[nH]c(=O)c2cc1OC
  A: 5.8 | B: -2 | C: 0 | D: 4 | E: 2 | F: 9 | G: -7.2 | H: -11 | I: ·

> C=CCc1c(OC)ccc2ccc(=O)oc12
  A: -0.3 | B: 0 | C: 55* | D: -5 | E: 5 | F: 6 | G: -1.4 | H: 0 | I: 0.7

Shown as tab-separated lines: part of the list above
Structure	UGM FP inh	BoNT-F LC inh	Mtb FBA inh	MazF activator	PrPC TRFRET	GDH-TPI counter	FadD28 binding	Rv3671c protease	BioA inh
COc1ccc(C(c2nnnn2C2CCCC2)N2CCN(C(=O)c3ccco3)CC2)cc1OC (stereo unspecified)	1.5	-10	5	2	-7	5	0.9	0	8.4
O=C(NCc1cccc(Cl)c1)c1cccc(S(=O)(=O)N2CCCCC2)c1	1.0	5	-3	9	13	-1	-3.2	4	-0.7
COC(=O)CSc1nc2c(c(-c3ccco3)c1C#N)CCCC2	1.7	-42	0	-2	·	15	-4.0	-2	1.7
CCOc1ccc(C2NC(=O)Cc3cc(OC)c(OC)cc32)cc1 (stereo unspecified)	-2.5	10	2	5	2	-2	1.1	-3	-1.0
COC(=O)Cn1cc(/C=C2\C(=O)NC(=O)N(c3ccc(OC)cc3)C2=O)c2ccccc21	1.5	20	-2	111*	-5	2	·	-6	-1.7
CN(C)CCCNC(=O)N1c2ccccc2C=Cc2ccccc21	0.7	-19	-1	9	-3	14	-3.0	-2	0.0
CCn1c(Cc2ccccc2)nnc1SCC(=O)Nc1ccc(N)cc1	-0.7	-1	-1	-11	7	8	-2.4	-4	-2.7
Cn1nnc(NCc2cc(Br)ccc2OCc2ccccc2F)n1	0.7	2	1	2	2	9	-1.7	-11	·
COC(=O)c1cn(Cc2cc(OC)ccc2OC)cc(F)c1=O	4.6	2	1	1	·	7	-1.4	-4	0.7
CC1=CC=CN2C1=NC(=O)CC2(C)C(=O)N(CC(=O)NC1CCCC1)c1ccccc1C (stereo unspecified)	-2.6	5	164*	6	-9	8	-0.5	-5	·
C=CCOc1ccc(C(=O)O)cc1Cl	3.8	-3	2	14	4	2	-2.3	0	-1.2
